CRFBP-R2 block – antagonists of CRF-BP/CRF-R2 complex, primary screen, cell-based, HEK293, calcium dye fluorescence, uHTS. inhibition, % at 11.8 µM. 350,000 compounds, 0.59% hits. CRF-induced calcium fluorescence. AID 588475, 2011;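 active means inhibition of the ligand-induced calcium signal above about 50% at the single tested concentration, limit read from the data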
CRFBP-R2 agonist – agonists of CRF-BP/CRF-R2 complex, primary screen, cell-based, HEK293, calcium dye fluorescence, uHTS; CRF-binding protein / CRF receptor 2 complex (human); 350,000 compounds, 0.46% hits; activation, % at 13.2 µM; calcium dye fluorescence (FLIPR); percent of saturating CRF peptide response;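 active means activation of at least 50%, plus an integration ratio under a set limit after plate pattern correction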;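 further: plate controls were neutral control wells without compound for no effect and CRF at EC100 for full effect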
MEKK3 PB1 HTS – modulators of MEKK3-MEK5 PB1 binding, primary screen, biochemical, wildtype MEKK3, multiplex bead flow cytometry, Alexa488-MEK5; Mitogen-activated protein kinase kinase kinase 3 (Homo sapiens), Q99759; bead-based flow cytometry, Alexa488-MEK5 binding to MEKK3; actives lie on both sides; 0 = blocked by unlabeled MEK5, 100 = vehicle; binding response (% of control), % at 10 µM; 290,000 compounds, 1.4% hits; AID 1529, 2009;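 active means binding response more than 3 SD above or below the average of its plate-row segment, actives on both sides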;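 further: Alexa488 bead fluorescence after subtracting the streptavidin-only scavenger bead signal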
Target sequence (Q99759 whole entry, looked up): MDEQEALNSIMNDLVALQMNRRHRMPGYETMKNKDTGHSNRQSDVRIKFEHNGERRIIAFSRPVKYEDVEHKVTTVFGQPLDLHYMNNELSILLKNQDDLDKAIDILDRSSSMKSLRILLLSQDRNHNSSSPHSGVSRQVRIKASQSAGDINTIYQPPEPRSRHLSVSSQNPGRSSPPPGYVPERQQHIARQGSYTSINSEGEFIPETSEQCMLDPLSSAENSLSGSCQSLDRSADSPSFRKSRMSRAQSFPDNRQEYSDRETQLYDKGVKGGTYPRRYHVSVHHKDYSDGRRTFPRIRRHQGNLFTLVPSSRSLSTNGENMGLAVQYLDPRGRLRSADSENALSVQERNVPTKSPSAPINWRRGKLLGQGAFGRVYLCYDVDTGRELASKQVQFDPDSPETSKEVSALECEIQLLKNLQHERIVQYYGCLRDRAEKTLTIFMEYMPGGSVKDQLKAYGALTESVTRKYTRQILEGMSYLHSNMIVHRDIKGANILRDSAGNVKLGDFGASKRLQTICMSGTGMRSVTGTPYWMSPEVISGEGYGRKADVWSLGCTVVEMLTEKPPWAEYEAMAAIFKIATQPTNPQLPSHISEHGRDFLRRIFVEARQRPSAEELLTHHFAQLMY
IDE cell activ – human IDE activators in live cells, primary screen, fluorescence polarization, HEK cells, FAbeta-B substrate; Insulin-degrading enzyme (Homo sapiens), P14735; FAbeta-B cleavage; 0% vehicle, 100% cell-free pure enzyme wells; activation, % at 5.96 µM; 340,000 compounds, 0.073% hits;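 active means activation above the mean of all tested compounds plus 3 SD, set per screening campaign, cut at about 17% in these data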
PHOSPHO1 inh – PubChem AID 1565; inhibition, % at 13.3 µM; Phosphoethanolamine/phosphocholine phosphatase (Homo sapiens), Q8TCT1; recombinant PHOSPHO1, absorbance phosphatase assay; 290,000 compounds, 1.1% hits; in the data active means inhibition above about 60%
Target sequence (Q8TCT1 whole entry, looked up): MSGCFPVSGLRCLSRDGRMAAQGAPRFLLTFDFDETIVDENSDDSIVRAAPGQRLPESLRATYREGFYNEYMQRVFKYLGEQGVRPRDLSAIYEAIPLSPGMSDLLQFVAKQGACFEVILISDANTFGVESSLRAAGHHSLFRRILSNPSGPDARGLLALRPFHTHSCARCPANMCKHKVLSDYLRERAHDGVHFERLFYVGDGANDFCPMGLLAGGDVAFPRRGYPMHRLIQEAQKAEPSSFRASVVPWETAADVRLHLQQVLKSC
GalR3 antagonist – GalR3 antagonists in HEK293 cells, primary screen, cell-based, fluorescence readout. Galanin receptor type 3 (Homo sapiens), O60755. HEK293 GalR3-CNG cAMP membrane potential fluorescence; galR3 body fused to GalR1 C-terminus. inhibition, % at 3 µM. 360,000 compounds, 0.44% hits. AID 651719, 2012;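 active means inhibition above the screen-wide average plus 3 SD, cut at about 13% in these data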;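 further: forskolin and galanin both at EC90 stimulate the cells; cAMP rise reported by CNG channel membrane potential dye signal; 0% = forskolin plus galanin with DMSO and 100% = forskolin alone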
M4 PAM – human M4 muscarinic receptor positive allosteric modulators, primary screen, CHO-K1 cells, Fluo-8 calcium fluorescence; Muscarinic acetylcholine receptor M4 (Homo sapiens), P08173; CHO-K1 hM4/Gqi5, ACh EC20; 0% = ACh EC20, 100% = maximal ACh; activation, % at 3 µM; 360,000 compounds, 0.4% hits; AID 624126, 2012;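 active means activation above its plate's cutoff, the mean activation of sample wells plus 3 SD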; further: some results filed as inactive read as strong as hits
p-CIP stab down – p/CIP-EGFP fusion destabilizers, primary screen, fluorescence, F442A cells; Q05BA5; 16 h; decrease of EGFP signal, % at 10 µM; 290,000 compounds, 0.01% hits;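 active means EGFP signal decrease of at least 30% at 10 µM or well 3 SD below plate mean, unless failing retest; inactive means the rest, including hits failing retest or dose response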; further: some compounds called inactive have numbers as strong as hits; many of its hits are not listed in these tables
IDE cell inh – human IDE inhibitors in live cells, primary screen, fluorescence polarization, HEK cells, FAbetaB substrate | FAbetaB cleavage | inhibition, % at 5.59 µM | 320,000 compounds, 0.41% hits | Insulin-degrading enzyme (Homo sapiens), P14735 | AID 434962, 2010;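 active means percent inhibition above the average of all tested compounds plus 3 SD, set per screening campaign, cut at about 16% in these data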;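 further: IDE supplied by intact live HEK cells; FP after avidin binding of uncleaved biotin substrate so inhibition keeps polarization high; 0% = DMSO wells and 100% = 60 µM reference IDE inhibitor Ii1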
* = called active by the depositor; . = no result given; & = joins results of further samples.

A first look (9 entries):
Molecule	IDE cell inh	CRFBP-R2 block	MEKK3 PB1 HTS	PHOSPHO1 inh	CRFBP-R2 agonist	p-CIP stab down	M4 PAM	IDE cell activ	GalR3 antagonist
O=C1CC[C@@H](C(=O)N2CSC[C@@H]2C(=O)Nc2ccc(C(F)(F)F)cc2)N1	.	9	.	.	-1.9	.	14	.	-1
Cn1c(-[n+]2c(-c3ccccc3)cc(-c3ccccc3)cc2-c2ccccc2)nc2cc([N+](=O)[O-])ccc21	-2	4	100	-33	-0.7	-1	-13	0	3
COc1ccc(Cc2nc(=S)[nH][nH]2)cc1Br	6	2	102	56	1.3	1	-7	-9	0
Cc1cc(OCc2cccc(S(=O)(=O)N3CCOCC3)c2)ccc1Cl	0	7	.	.	0.7	.	-3	1	-8
O=C(O)CCCCNS(=O)(=O)c1ccc(Cl)c(C(F)(F)F)c1	-4	-4	104	-2	-1.2	-6	8	-5	-1
Cn1c(N)c(C(=O)COC(=O)Cc2ccc(Br)cc2)c(=O)n(C)c1=O	-2	5	.	.	-1.4	.	14	4	2
COc1ccc(/C(C)=N/NC(=O)CNC(=O)c2cccs2)cc1OC	3	-13	101	-10	-2.3	-8	9	-2	-2
CCOc1ccc(NC(=O)N2CC=C(n3c(=O)[nH]c4ccccc43)CC2)cc1	6	-7	107	23	0.7	-6	-4	1	-2
COC(=O)c1ccccc1NC(=S)N(Cc1ccc2c(c1)OCO2)Cc1cc2cccc(C)c2[nH]c1=O	-2	-14	106	11	3.0	-7	1	6	-1

This part in full, repeating the preview:
Molecule	IDE cell inh	CRFBP-R2 block	MEKK3 PB1 HTS	PHOSPHO1 inh	CRFBP-R2 agonist	p-CIP stab down	M4 PAM	IDE cell activ	GalR3 antagonist
O=C1CC[C@@H](C(=O)N2CSC[C@@H]2C(=O)Nc2ccc(C(F)(F)F)cc2)N1	.	9	.	.	-1.9	.	14	.	-1
Cn1c(-[n+]2c(-c3ccccc3)cc(-c3ccccc3)cc2-c2ccccc2)nc2cc([N+](=O)[O-])ccc21	-2	4	100	-33	-0.7	-1	-13	0	3
COc1ccc(Cc2nc(=S)[nH][nH]2)cc1Br	6	2	102	56	1.3	1	-7	-9	0
Cc1cc(OCc2cccc(S(=O)(=O)N3CCOCC3)c2)ccc1Cl	0	7	.	.	0.7	.	-3	1	-8
O=C(O)CCCCNS(=O)(=O)c1ccc(Cl)c(C(F)(F)F)c1	-4	-4	104	-2	-1.2	-6	8	-5	-1
Cn1c(N)c(C(=O)COC(=O)Cc2ccc(Br)cc2)c(=O)n(C)c1=O	-2	5	.	.	-1.4	.	14	4	2
COc1ccc(/C(C)=N/NC(=O)CNC(=O)c2cccs2)cc1OC	3	-13	101	-10	-2.3	-8	9	-2	-2
CCOc1ccc(NC(=O)N2CC=C(n3c(=O)[nH]c4ccccc43)CC2)cc1	6	-7	107	23	0.7	-6	-4	1	-2
COC(=O)c1ccccc1NC(=S)N(Cc1ccc2c(c1)OCO2)Cc1cc2cccc(C)c2[nH]c1=O	-2	-14	106	11	3.0	-7	1	6	-1
Cc1nn(Cc2ccc(Cl)cc2)c(C)c1NC(=O)c1cc(C(C)C)on1	-11	-1	96	20	-0.5	-7	-6	0	-8
C[C@H]1COC(=O)[C@@H](Cc2ccc(F)cc2)CC/C=C/C[C@@H](CC(=O)N(CCO)Cc2ccccc2)C(=O)N1	2	4	.	.	-0.7	.	-3	9	-10
COc1ccc(-c2nc(NC(=O)CSc3nnc4ccccn34)ns2)cc1	1	6	101	23	-1.4	-3	.	.	2
O=C(Nc1cccc(F)c1)NC1CCCc2ccccc21 (stereo unspecified)	-1	11	99	58	-2.3	-6	-5	-4	-2
O=C(CCN1CCOCC1)c1ccc2c(c1)OCCO2	-2	11	86	-10	0.8	-6	3	-1	-3
Cc1cccc(OCC(=O)NCCCNC(=O)c2ccco2)c1	6	-8	101	24	-1.3	-13	-5	3	-8
COC(=O)Cn1c(=NC(=O)C(C)C)sc2c(C)cc(C)cc21	5	-4	103	-14	0.6	-3	-1	4	.
CCOC(=O)C1=NN(C(=O)Cc2ccccc2)C(O)(C(C)(C)C)C1 (stereo unspecified)	1	4	109	-3	0.9	1	-1	0	0
CCCn1nc(C(=O)NC2CCCc3ccccc32)c2ccccc2c1=O (stereo unspecified)	2	39	104	6	0.7	-2	8	5	-1
CCOC(=O)C1(C)C=C(Nc2ccc(C)cc2)C(=O)N1c1ccc(C)cc1 (stereo unspecified)	-1	7	98	4	1.3	14	0	7	-5
CC1CCC(NC(=O)c2cccc(S(=O)(=O)N3CCN(c4ccccc4)CC3)c2)CC1 (stereo unspecified)	0	-5	.	.	0.2	.	-3	-1	-4
CCCCn1c(N)c(N(CCOC)C(=O)c2cc(S(=O)(=O)N3CCCCC3)ccc2C)c(=O)[nH]c1=O	11	11	.	.	-0.3	.	1	0	0
COc1ccc(/C=C/c2cc(O)cc(OC3OC(CO)C(O)C(O)C3O)c2)cc1 (stereo unspecified)	.	-18	.	.	5.4	.	6	3	-2
N#CC(OC(=O)c1ccccc1)c1ccccc1 (stereo unspecified)	.	-3	.	.	-0.3	.	3	0	-7
COc1ccccc1CNS(=O)(=O)CCNCc1ccco1	.	11	.	.	-0.2	.	3	1	-5
CSCC[C@H](NC(=O)N1CCn2c1nc1ccccc12)C(=O)NCc1ccc(C)cc1	-5	-63	101	47	0.1	-11	-3	6	-7
CCC(C)NC(=O)CCn1ccc2cc(S(=O)(=O)N3CCCC3)ccc21 (stereo unspecified)	4	-8	101	30	0.3	-14	-3	-1	-4
CC[N+]1(CC)CC2=Cc3ccccc3CC2C1 (stereo unspecified)	-3	6	92	12	-0.2	9	-11	1	-2
Cc1cccc(-c2nnc(SCC(=O)Nc3ncccn3)n2C)c1	0	-5	98	13	0.2	-33	7	4	-6
O=C(CSC1=NS(=O)(=O)c2cc(F)ccc2N1)NCc1ccccc1	-2	13	.	.	-1.2	.	11	4	2
CC1CCN(S(=O)(=O)c2cn(CC(=O)N3CC(C)CC(C)C3)c(=O)c3ccccc23)CC1 (stereo unspecified)	-6	30	98	26	0.6	-5	13	2	-11

The final two compounds of the part above lead into the next:
Molecule	IDE cell inh	CRFBP-R2 block	MEKK3 PB1 HTS	PHOSPHO1 inh	CRFBP-R2 agonist	p-CIP stab down	M4 PAM	IDE cell activ	GalR3 antagonist
O=C(CSC1=NS(=O)(=O)c2cc(F)ccc2N1)NCc1ccccc1	-2	13	.	.	-1.2	.	11	4	2
CC1CCN(S(=O)(=O)c2cn(CC(=O)N3CC(C)CC(C)C3)c(=O)c3ccccc23)CC1 (stereo unspecified)	-6	30	98	26	0.6	-5	13	2	-11
COc1ccc(CCNC2=NCCS2)cc1	0	-6	.	-22	-0.4	4	-2	-1	-2
O=C(Cc1ccc(NC(=O)C2CCCN(C(=O)CCc3ccccc3)C2)cc1)Nc1cccc(C(=O)N2CCCCC2)c1 (stereo unspecified)	.	9	.	.	3.6	.	-2	-5	-5
CCOC(=O)C1=C(COC(=O)COc2cccc(C)c2C)NC(=O)NC1C (stereo unspecified)	-1	-4	.	.	0.1	.	-9	-1	0
COc1ccc(C2=CC(=O)C[C@H](c3ccc4c(c3)OCO4)C2)cn1	1	-2	.	.	-0.2	.	8	4	-2
CSc1nc(-c2ccccc2)nn1S(=O)(=O)c1ccc(Cl)cc1	1	-5	84	-15	3.4	-15	2	8	-5
CCOc1ccc(NC2CCN(C(C)=O)CC2)cc1	5	-12	103	15	-1.5	-6	-12	-1	.
COc1ccc(N2CCN(C3CCCN(C(=O)CSC)C3)CC2)cc1 (stereo unspecified)	3	21	99	8	-0.5	-1	-6	5	-4
Cc1noc(C)c1CSc1ccccc1C(=O)N1CCN(c2ccccc2)CC1	3	10	93	-3	-1.4	8	-7	-1	-3
COc1ccc2nc(NC(=O)c3c(C)noc3C)sc2c1	-1	-14	.	.	0.6	.	2	-3	-6
CC(C)=CCN1CCN(Cc2cccc3nonc23)CC1CCO (stereo unspecified)	4	-2	103	46	-1.7	10	-1	.	-3
O=C(Nc1ccc(S(=O)(=O)N2CCCc3ccccc32)cc1)C1CCCO1 (stereo unspecified)	3	8	100	4	-3.2	-6	-9	-1	.
Fc1ccc(NC(=S)NN2CCOCC2)cc1Cl	4	10	108	0	0.4	12	-6	0	-4
Cc1cccc(C)c1NC(=S)N/N=C/c1ccccc1C(=O)O	-2	3	87	-5	-0.4	-2	-7	2	-7
O=C(c1ccc(Br)o1)N1CCN(c2ccc(F)cc2)CC1	0	-34	100	-3	-1.1	-7	10	2	-4
O=C(COC(=O)c1cc(=O)[nH]c2ccccc12)Nc1ccc(Cl)c(S(=O)(=O)N2CCOCC2)c1	.	-1	.	.	3.8	.	-4	1	1
Cc1ccc(N(CC(=O)N/N=C/c2cc(C)n(-c3ccccc3C)c2C)S(C)(=O)=O)cc1	3	6	95	-8	-1.1	22*	-7	2	-11
Cc1c(C)n(Cc2ccccc2)c2ncnc(N)c12	3	-2	109	9	1.0	-30	4	1	-3
C=CCc1cc(OC)ccc1OCC(O)CN1CCN(c2ccc(OC)cc2)CC1 (stereo unspecified)	-3&2	-23&-17	100&103	-7&17	0.6&1.4	-2&4	-2&-6	-2	-8&-8
CCOC(=O)c1c(NC(=O)C2COc3ccccc3O2)sc2c1CC(C)(C)NC2(C)C (stereo unspecified)	-4	-60	82	-86	1.4	-5	-4	1	-8
CC(C)N(Cc1nc(-c2ccccc2)no1)C(=O)c1ccc(Cl)cc1	3	-13	108	-7	4.2	-5	6	3	.
O=C(CN1CCN(C(c2ccccc2)c2ccccc2)CC1)NCc1ccccc1	1	-10	98	10	0.3	-6	-1	2	0
CCOC(=O)C1CCN(c2cc3c(cc2NC(=O)c2ccccc2Cl)n(C)c(=O)n3C)CC1	0	13	104	28	-0.1	-9	-8	-1	5
O=C(NC(=S)Nc1nc(-c2cccc3ccccc23)cs1)c1cc2ccccc2o1	4	-7	100	-1	-1.8	2	8	4	-4
CC(C)NC(=O)N(C)C[C@@H]1Oc2ccc(NC(=O)Nc3ccc(C(F)(F)F)cc3)cc2CC(=O)N([C@H](C)CO)C[C@@H]1C	6	3	.	.	3.4	.	1	2	-4
Oc1ccccc1N=Cc1ccc[nH]1	-2	19	101	6	2.5	-16	4	9	-4
Cc1ccc(S(=O)(=O)Nc2ccc3nc(C)sc3c2)cc1	-1	2	101	-9	-0.8	-15	-2	-1	.
CC(C)(C)C(=O)CSc1nnc(-c2cccs2)n1CC1CCCO1 (stereo unspecified)	0	-4	94	41	-0.4	0	7	3	-1
COc1ccccc1C(=O)NC(=S)Nc1ccc2[nH]c(=O)[nH]c2c1	3	-16	98	24	-0.7	7	-2	2	10

Random draw from the library; about 4.2% have a hit in one of these screens.
